Pf growth 48h: P. falciparum growth inhibition at 48 hours (one generation). P. falciparum luciferase growth in erythrocytes, 48 h. Potency, µM (titrated, usually from 28.7 µM), for inactives: at the top dose activity change, negative = inhibition, most hits filed as inhibitors. actives 5.9% (n = 310,000)
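Luciferase-expressing P. falciparum in infected erythrocytes (2% hematocrit, 0.1% parasitemia final) in RPMI 1640/0.5% Albumax were exposed to compound for 48 hours at 37 C, 5% CO2; growth read as luminescence.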
LmPK inh: blocks Leishmania mexicana pyruvate kinase activity; purified LmPK, Kinase-Glo ATP luminescence, 1 h; Potency, µM (highest dose often 57.5 µM), without a hit: at the top dose activity change, negative = inhibition, hits mostly inhibitors; actives 0.37% (n = 290,000)
Target sequence (Q27686 whole entry, looked up): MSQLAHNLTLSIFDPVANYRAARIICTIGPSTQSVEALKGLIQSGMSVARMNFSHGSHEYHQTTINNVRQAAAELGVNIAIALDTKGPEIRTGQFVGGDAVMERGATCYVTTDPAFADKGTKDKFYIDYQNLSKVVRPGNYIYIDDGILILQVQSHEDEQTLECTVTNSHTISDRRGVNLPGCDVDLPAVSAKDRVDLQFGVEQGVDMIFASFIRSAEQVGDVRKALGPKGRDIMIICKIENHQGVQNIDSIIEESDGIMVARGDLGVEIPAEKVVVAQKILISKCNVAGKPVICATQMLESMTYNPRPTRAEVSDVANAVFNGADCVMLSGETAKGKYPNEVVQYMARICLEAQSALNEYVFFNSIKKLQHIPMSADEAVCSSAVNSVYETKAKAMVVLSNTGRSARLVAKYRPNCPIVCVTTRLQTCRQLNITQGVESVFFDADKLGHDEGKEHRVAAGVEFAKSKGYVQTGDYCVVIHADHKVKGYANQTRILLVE
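In 50 mM imidazole pH 7.2 with 7 mM MgCl2, LmPK (0.1 nM) turned over PEP (0.5 mM) and ADP (0.1 mM) for 1 h at room temperature. Luciferase read-out of ATP.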
Pf growth 96h: P. falciparum growth inhibition at 96 hours; P. falciparum luciferase reporter growth, 96 h; Potency, µM (highest dose often 28.7 µM), for the others: at the highest dose activity change, negative = inhibition, hits mostly inhibitors; actives 6.9% (n = 320,000); AID 504834
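P. falciparum expressing integrated firefly luciferase grown in erythrocytes (2% hematocrit, 0.05% parasitemia final) with compounds for 96 hours at 37 C, 5% CO2. Growth inhibition read as loss of luminescence after adding luciferase detection reagent.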
HCV inhibitor: blocks hepatitis C virus. Potency, µM (doses to about 41.8 µM), inactives show top-dose activity change, negative = inhibition, hits mostly inhibitors. actives 3.4% (n = 340,000). AID 651820. Huh7.5.1 HCVcc-Cre infection, luciferase reporter, 44 h
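Compounds are dispensed onto cells plated 4 h earlier at 1,000 per well, with HCVcc-Cre virus (about 0.5 moi) added next. Following 44 h of culture, luminescent signal is measured for 15 sec after 15 min with substrate at room temperature.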
TbPYK inhibitor: blocks Trypanosoma brucei pyruvate kinase; actives 0.12% (n = 410,000); Potency, µM (series often up to 76.8 µM), for the others: at the highest dose activity, negative = inhibition, actives largely listed as inhibitors; AID 624173; Q57TT1; TbPYK enzyme, Kinase-Glo Plus ATP luminescence, 45 min; also: nearly all actives have a fitted effect of over 50% in size
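ADP (130 uM final) triggers the TbPYK reaction after compound addition; incubation is 45 min at room temperature. Kinase-Glo Plus is then added and luminescence imaged. Normalized data are fitted to concentration-effect curves.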
Sm TGR inh: inhibitors of Schistosoma mansoni thioredoxin glutathione reductase; purified TGR, DTNB reduction, TNB absorbance 405 nm; Potency, µM (top dose mostly 114 µM), without a hit: at the highest dose activity change, negative = inhibition, hits mostly inhibitors; actives 3% (n = 360,000); also: nearly all actives have a fitted effect of over 60% in size
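TGR 20 nM + NADPH 100 uM (dispensed conc.), cpd preinc 15 min RT; start with NADPH (500 uM addition) then DTNB (15 mM addition). Kinetic TNB absorbance, 405 nm filter. Four-parameter Hill fit across titration.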
Starred values were filed as active, the others as inactive; ? = inconclusive; / = no result given; & = joins results of further samples; [ ] = remark or other dose. Calls follow the shape of the dose curve; as a rule, active = well fitted curve in the direction sought with a large enough effect; inconclusive = small, poorly fitted or top-dose-only effect, or another doubt; inactive = no such curve, though single readings can be large; an effect the other way counts as inactive or inconclusive. % is scaled to controls: 0 for no effect and ±100 for the full control effect; potency is read from the fitted curve at half-maximal effect.

SMILES	Pf growth 48h	LmPK inh	Pf growth 96h	HCV inhibitor	TbPYK inhibitor	Sm TGR inh
CC(=O)Oc1ccccc1N(C(C)=O)S(=O)(=O)c1ccc(C)cc1	11%	-5%[11.5 µM]	?	9%	3%	-4%
Cc1ccc(NC(=O)CN(C)C(=O)Cn2cc(C(F)(F)F)cc(Cl)c2=O)cc1	10%	1%	0%	5%	7%	4%
COc1ccccc1N1CCN(C2CCN(C(=O)COc3ccccc3)CC2)CC1	0%	-1%	12%[5.75 µM]	-2%	-3%	0%
COc1cccc(C(=O)Cn2c(NCCO)nc3ccccc32)c1	-16%	1%	?	10%	-1%	-5%
O=C(c1cccnc1)N1CCN(C/C=C/c2ccccc2)CC1	13%	-1%	33%[activator]	-3%	1%	-5%
CCc1noc(C)c1C(=O)NCCc1ccccc1	62%[activator]	/	84%[activator]	0%	-10%	8%
COc1cc(/C=N/Nc2nncc3ccccc23)cc(OC)c1OC	132%[activator]	-13%	164%[activator]	?	-4%	-10%
O=S(=O)(O)c1nc2ccccc2n1Cc1cccc2ccccc12	28%	12%	26%	/	/	-32%
CCC(C)SCC(=O)Nc1ccc(S(=O)(=O)N2CCOCC2)cc1OC (configuration not stated)	-8%	3%	-12%	11µM*	3%	-11%
COc1ccc2sc(-c3ccc(N(C)C)cc3)c(C#CC(C)(C)O)c2c1	?	/	?	3.2µM*	2%	-2%
CN1C(=O)CS(=O)c2ccc(C(=O)NC3CC3)cc21 (configuration not stated)	/	3%	?	-3%	-6%	18%
Cc1ccc(N(Cc2ccccc2F)S(C)(=O)=O)cc1C	/	6%	?	?	-1%	-21%
CCOC(=O)N1CC=C2C(C#N)=C(N)C(C#N)(C#N)[C@H](c3ccsc3)[C@H]2C1	2%	-2%	-17%	-30%	-1%	?
O=c1[nH]c(O)c(C=Nc2cc(F)cc(F)c2)c(=O)[nH]1	-3%	0%	?	17%	-1%	-26%
CC(C)CNC(=O)C1CCCN(S(=O)(=O)c2ccc(-n3cnnn3)cc2)C1 (configuration not stated)	0%	1%	14%	11%	9%	0%
N#Cc1c(-c2ccccc2Cl)noc1/C=C/Nc1ccc(C(=O)O)cc1	72%[activator]	11%	71%[activator]	-5%	2%	-21%
CN(C)c1ccc(S(=O)(=O)NCC(=O)NCCC2=CCCCC2)cc1[N+](=O)[O-]	12µM*	/	?	-3%	-6%	0%
CN(C)CCNS(=O)(=O)c1ccc2c3c(cccc13)C(=O)N2	-20%	0%	15%	3%	1%	12%
CC1NC2(C(=O)N(Cc3ccccc3)c3ccccc32)C2C(=O)N(c3ccccc3)C(=O)C12 (configuration not stated)	?	3%	12µM*	12%&-3%	0%	-11%
CN1CCN(CC(=O)c2ccccc2F)CC1	-24%	-5%	-12%	19%	-12%	11µM*
O=C(Nc1cn(-c2ccccc2)nc1-c1cccs1)c1ccco1	25%	2%	43%[activator]	?	-3%	-17%
CCOC(=O)CC(NC(=O)c1cc2cc(Cl)cc(Cl)c2oc1=O)c1cccc([N+](=O)[O-])c1 (configuration not stated)	23%	1%	14%	11%	10%	3%
O=C(Nc1c2c(nn1-c1ccccc1)CS(=O)C2)c1ccc2c(c1)OCO2 (configuration not stated)	17%	0%	19%	9%	-5%	2%
CCc1nnc(SCC(=O)N2CCCC(N3CCN(c4ccccc4C)CC3)C2)o1 (configuration not stated)	?	1%	?	-1%	-4%	-24%

Some entries already given, reduced to TbPYK inhibitor, LmPK inh and Pf growth 48h:
structure | TbPYK inhibitor | LmPK inh | Pf growth 48h
CN1CCN(CC(=O)c2ccccc2F)CC1 | -12% | -5% | -24%
O=C(Nc1cn(-c2ccccc2)nc1-c1cccs1)c1ccco1 | -3% | 2% | 25%

(further entries)
SMILES	Pf growth 48h	LmPK inh	Pf growth 96h	HCV inhibitor	TbPYK inhibitor	Sm TGR inh
Cc1ccc(NS(=O)(=O)c2ccc(-c3ccc(=O)[nH]n3)o2)c(C)c1	19%	-5%	?	-3%	-6%	-2%
CC(=O)N1CCOc2ccc(S(=O)(=O)N3CCCCC3)cc21	-21%	-1%	24%	9%	8%	-2%
COc1ccc(-c2nc3ccncc3[nH]2)cc1OC	0%	-29%	13%	20%	-3%	8%
O=C(Nc1ccc(S(=O)(=O)N2CCCC2)cc1)c1ccc(CN2CCc3ccccc3C2)cc1	?	1%	-10%	7.1µM*	1%	-1%
OCCN(CC(O)COc1ccccc1)CC(O)Cn1ccc2ccccc21 (configuration not stated)	1%	-1%	25%	-5%	-9%	-9%
O=C(Nc1ccccc1)N1CCC(C(=O)N2CCN(S(=O)(=O)c3cccc(F)c3)CC2)CC1	?	-2%	3%	-8%	-3%	1%
O=C(COc1ccccc1F)N1c2ccccc2CCc2ccccc21	-22%	6%	?	-8%	12%	-13%
COc1ccc(Nc2cc(C)nc(N3CCN(C(=O)c4ccc5c(c4)OCO5)CC3)n2)cc1	?	/	?	-17%	-8%	2%
O=S1(=O)NC(=NCCc2ccccn2)c2ccccc21	4%	-1%	5%	13%	3%	-2%
CC1CCN(S(=O)(=O)c2nnc(NC(=O)c3cccc([N+](=O)[O-])c3)s2)CC1	-9%	1%	22%	16%	-12%	-2%
COc1ccc(CC2c3cc(OC)c(OC)cc3CCN2C)cc1O (configuration not stated)	8%	-2%	-6%	2%	-8%	-7%
CCOC(=O)CSc1nc2ccccc2n1CC(=O)N1CCN(c2ccccc2)CC1	?	2%	?	/	3%	3%
NS(=O)(=O)c1ccc(CNC(=O)/C=C/c2ccco2)cc1	3%	0%	12%	32%[activator]	?	1.6µM*
Cc1ccc(NC(=S)N2CCCCC2)cc1C	35%[activator]	1%	10%	14%	-3%	-6%
CCOC(=O)C1(CCOc2ccccc2)CCN(Cc2ccc3c(c2)OCCO3)CC1	?	6%	4%	?	-3%	0%
Cc1ccc(C(=O)COC(=O)c2cnccn2)cc1	11%	-12%	/	5%	-1%	0%
NC(=O)c1ccccc1OCC(=O)c1ccc(Cl)cc1	4.1µM*	-4%	0%	22%	-24%	2%
O=C1Nc2ccccc2C1(O)c1ccccc1 (configuration not stated)	-1%	-3%	0.1µM*	9%	-19%	-6%
COc1ccc(CCNCC(=O)Nc2ccc(OC(F)(F)F)cc2)cc1OC	2%	7%	0%	8%	2%	13%
CC(C)(C)OC(=O)N1CCC(NC(=O)c2nc[nH]c2C(=O)NC2CCN(C(=O)OC(C)(C)C)CC2)CC1	3.7µM*	/	3.7µM*	7%	1%	-9%
CCOc1ncnc2c1[nH]c1ccccc12	92%[activator]	-4%	-6%	10µM*	-11%	4%
CCOC(=O)c1[nH]c2c(c1C)C(=O)CC(c1ccc(OCC)c(OC)c1)C2 (configuration not stated)	/	3%	-5%	?	4%	-1%
Cc1ccc2[nH]c(=O)c(CN(C)S(=O)(=O)c3cccc4nonc34)cc2c1	21%	-11%	-25%	13%	0%	-6%
O=C(COc1ccc(F)cc1)Nc1nc(-c2ccccn2)cs1	?	/	?	?	-10%	-29%
Cn1c(/C=C/c2ccc(Cl)cc2Cl)c([N+](=O)[O-])c(=O)n(C)c1=O	4.7µM*	-2%	42%[activator]	?	8%	4%
COc1ccc2c(c1)S(=O)(=O)c1ccccc1N2	14%	-1%	30%	-5%	-1%	5%
CCc1ccc(-n2nnnc2SCC(=O)NNC(=O)c2ccco2)cc1	4%	3%	?	3%	1%	-18%
O=c1[nH]c(O)c(Cc2ccc3c(c2)OCO3)c(=O)[nH]1	6%	-3%	29%	14%	-2%	2%
COc1cccc(-c2nc(NCc3cccnc3)c3ccccc3n2)c1O	12µM*	-3%	?	?	-5%	-16%
Cc1ccc(C)c(Nc2nc(-c3cccnc3)cs2)c1	?	9%	0%	?	-2%	-11%
O=C(COC(=O)/C=C/c1cccc(C(F)(F)F)c1)NCc1ccc(F)cc1	4%	3%	44%[activator]	2%	5%	-6%
CCN(CC(=O)Nc1cc(Cl)ccc1C)C(=O)CN1C(=O)NC(CC)(c2ccccc2)C1=O (configuration not stated)	-20%	/	7%	26%	1%	1%
CCCn1c(N)c(N(CCOC)C(=O)c2ccc(N(C)S(=O)(=O)c3ccc(C)cc3)cc2)c(=O)[nH]c1=O	?	/	?	-11%[8.37 µM]	2%	-3%
O=C(CNS(=O)(=O)c1ccc(Br)s1)NC1CCCc2ccccc21 (configuration not stated)	-8%	4%	?	3%	3%	0%
COc1ccccc1CNC(=O)CSc1cc(=O)n(C)c2ccccc12	-30%	7%	68%[activator]	2%	5%&-2%	4%&-4%
CC1CCCC(C)N1C(=O)c1cc(-c2ccc3c(c2)OCO3)on1 (configuration not stated)	197%[activator]	-5%	22%	4%	29%	-22%

By substructure: the entries above containing a cyano group (2)
SMILES	Pf growth 48h	LmPK inh	Pf growth 96h	HCV inhibitor	TbPYK inhibitor	Sm TGR inh
CCOC(=O)N1CC=C2C(C#N)=C(N)C(C#N)(C#N)[C@H](c3ccsc3)[C@H]2C1	2%	-2%	-17%	-30%	-1%	?
N#Cc1c(-c2ccccc2Cl)noc1/C=C/Nc1ccc(C(=O)O)cc1	72%[activator]	11%	71%[activator]	-5%	2%	-21%

Single values from above.
TbPYK inhibitor result of `CC1CCCC(C)N1C(=O)c1cc(-c2ccc3c(c2)OCO3)on1` (configuration not stated) = 29%
Pf growth 48h result of `COc1ccccc1CNC(=O)CSc1cc(=O)n(C)c2ccccc12` = -30%
Pf growth 48h result of `COc1cccc(-c2nc(NCc3cccnc3)c3ccccc3n2)c1O` = 12µM*
HCV inhibitor result of `CCc1ccc(-n2nnnc2SCC(=O)NNC(=O)c2ccco2)cc1` = 3%
LmPK inh result of `O=c1[nH]c(O)c(Cc2ccc3c(c2)OCO3)c(=O)[nH]1` = -3%
HCV inhibitor result of `O=C(CNS(=O)(=O)c1ccc(Br)s1)NC1CCCc2ccccc21` (configuration not stated) = 3%

Other structures follow:
SMILES	Pf growth 48h	LmPK inh	Pf growth 96h	HCV inhibitor	TbPYK inhibitor	Sm TGR inh
Cc1cn([C@H]2CC(F)[C@@H](CO)O2)c(=O)[nH]c1=O (some centres not stated)	1%	/	0%	/	5%	/
O=C(N/N=C/C(Br)=C/c1ccccc1)C(O)c1ccccc1 (configuration not stated)	-20%	0%	-7%	?	-1%	3%
O=C(Nc1ccc2c(c1)CCC2)c1cc2ccccc2o1	/	-12%	-75%	-3%	3%	0%
O=C(Cc1ccc(Cl)c(Cl)c1)Nc1cccc2ncccc12	-28%	0%	?	-29%	4%	3%
CC(=O)c1ccc(N2CCN(S(=O)(=O)c3cc(-c4cc(C)no4)ccc3C(C)C)CC2)cc1	10µM*	6%	?	-25%	11%	5%
CN(C)c1cc[n+](CC(=O)Nc2c(Cl)cc(Cl)cc2Cl)cc1	-15%	-3%	145%[activator]	-3%	7%	40µM*
COc1cnc(SCc2ccc(Cl)c(Cl)c2)nc1Cl	6%	3%	2%	12%	2%	16%
S=C(NCC1CCCO1)N1CCN(c2ccc(Cl)c(Cl)c2)CC1 (configuration not stated)	-30%	5%	18%	10µM*	-12%	3%
O=C(N[C@@H](Cc1ccccc1)C(=O)O)c1cccs1	23%	0%	29%	2%	-7%	0%
Cn1c(SCC(=O)Nc2cccc(S(=O)(=O)NC3=NCCCCC3)c2)nnc1-c1ccncc1	1%	10%	?	14%	0%	15%
C=CCNC(=O)C1CC(c2cccc(OC)c2)=NO1 (configuration not stated)	10%	-1%	57%[activator]	/	4%	6%
N=c1c2c3c(sc2ncn1Cc1ccco1)CCCCC3	43%[activator]	-9%	?	-29%	3%	-13%
COc1cc(OC)cc(C(=O)NNC(=O)CCC(=O)c2cccs2)c1	4%	-3%	-8%	?	-2%	?
COc1ccc(-c2nnn(CC(=O)NC(=O)NC3CCCCC3)n2)cc1OC	?	/	?	-7%	-3%	-1%
Cc1ccccc1Nc1c([N+](=O)[O-])ccc2c1=NC1(CCCCC1)N=2	4%	-8%	61%[activator]	?	0%	0%
O=P(O)(O)C(O)(Cn1ccnc1)P(=O)(O)O	5%	/	2%	/	0%	/
